PGC1a acetyl inh – modulators of PGC1a acetylation; U2OS PGC1a acetylation, AlphaScreen anti-acetyl-lysine; with virally co-expressed GCN5 acetyltransferase; inhibition, % at 15.6 µM; 350,000 compounds, 0.17% hits;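 active = every replicate shows inhibition of at least 40%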;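 also: 0% = neutral control wells and 100% = positive control wells; some results beyond the cut were filed as inactive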
miR122 inh – blocks miR-122 activity in Huh7 sensor cells. 340,000 compounds, 0.3% hits. AID 602342. Huh7 miR-122 Renilla luciferase sensor, 48 h; neutral wells = 0, positive control = 100. activation (reporter increase), % at 12.5 µM;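 active = mean replicate activation score at least 90 and every replicate individually at or above 90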;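 also: higher luciferase means less miR-122 activity so hits act as miR-122 inhibitors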
RAD52 anneal inh – RAD52 (human) annealing inhibition | P43351 | recombinant RAD52 DNA annealing, FRET fluorescence | inhibition, % at 18.7 µM | 360,000 compounds, 0.46% hits;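 active = every replicate showing at least 50% inhibition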
Target sequence (P43351 whole entry, looked up): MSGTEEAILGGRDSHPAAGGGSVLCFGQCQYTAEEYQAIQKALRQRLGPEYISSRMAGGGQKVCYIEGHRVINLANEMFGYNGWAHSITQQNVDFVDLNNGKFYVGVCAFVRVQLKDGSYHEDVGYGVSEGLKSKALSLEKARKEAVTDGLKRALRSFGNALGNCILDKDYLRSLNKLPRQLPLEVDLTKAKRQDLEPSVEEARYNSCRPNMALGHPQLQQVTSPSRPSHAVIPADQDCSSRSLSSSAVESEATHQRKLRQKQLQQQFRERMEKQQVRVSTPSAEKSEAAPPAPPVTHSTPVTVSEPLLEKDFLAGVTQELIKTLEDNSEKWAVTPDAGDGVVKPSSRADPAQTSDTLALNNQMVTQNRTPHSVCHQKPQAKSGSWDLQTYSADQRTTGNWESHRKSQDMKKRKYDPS
ERAP1 HTS inh – ERAP1 (human) enzyme inhibition; recombinant ERAP1, Leu-AMC fluorescence, 60 min; inhibition, % at 10.7 µM; 340,000 compounds, 0.15% hits;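 active = mean replicate inhibition of at least 30%, or all replicates individually reaching that 30% level; inactive = mean below 30% and not every replicate reaching it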;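 also: 0% = neutral control wells and 100% = L-leucinethiol positive control wells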
Cneo AK release – Cryptococcus neoformans lysis via adenylate kinase release | AID 651654 | C. neoformans lysis, adenylate kinase release luminescence, 4 h; normalised: neutral wells 0, clomiphene wells 100 | 360,000 compounds, 0.2% hits | lysis activity, % at 15 µM;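 active = mean lysis activity across replicates of at least 80%, whatever share of replicates individually reach that level; inactive = mean lysis activity below 80%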
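Schedule: static 4 h at 37 °C with compound, 1 h detection; system: C. neoformans cells; benchmarks: Clomiphene as positive control; buffer or medium: fresh YPD medium; measure: luminescence rise reflecting yeast cell lysis; measured by: luminescent adenylate kinase detection reagent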
RAD54 inh – RAD54 (human) branch migration inhibition; Q92698; RAD54 Holliday junction branch migration, FAM/BHQ fluorescence; inhibition, % at 10.4 µM; 360,000 compounds, 0.14% hits; AID 602329;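 active = mean normalized replicate activity at least 40 and at least half of replicates scoring 40 or more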;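 also: 0% = median of neutral control wells and 100% = median of positive control wells; inhibitors cause a drop in the FAM fluorescence signal; in these data hits start at about 50%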
E-selectin induc – E-selectin induction on HUVECs | P16581 | HUVEC E-selectin immunofluorescence imaging; normalized: neutral wells 0, TNF-alpha wells 100 | activation, % at 7.58 µM | 260,000 compounds, 0.37% hits;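 active = mean E-selectin-positive cell signal at least 10% of the positive control, reached in at least 60% of replicates, without over 20% cell loss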;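 also: in these data hits start at about 27%; measured in HUVEC primary endothelial cells; signal is the percent of cells scored E-selectin positive by PE staining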
Target sequence (P16581 whole entry, looked up): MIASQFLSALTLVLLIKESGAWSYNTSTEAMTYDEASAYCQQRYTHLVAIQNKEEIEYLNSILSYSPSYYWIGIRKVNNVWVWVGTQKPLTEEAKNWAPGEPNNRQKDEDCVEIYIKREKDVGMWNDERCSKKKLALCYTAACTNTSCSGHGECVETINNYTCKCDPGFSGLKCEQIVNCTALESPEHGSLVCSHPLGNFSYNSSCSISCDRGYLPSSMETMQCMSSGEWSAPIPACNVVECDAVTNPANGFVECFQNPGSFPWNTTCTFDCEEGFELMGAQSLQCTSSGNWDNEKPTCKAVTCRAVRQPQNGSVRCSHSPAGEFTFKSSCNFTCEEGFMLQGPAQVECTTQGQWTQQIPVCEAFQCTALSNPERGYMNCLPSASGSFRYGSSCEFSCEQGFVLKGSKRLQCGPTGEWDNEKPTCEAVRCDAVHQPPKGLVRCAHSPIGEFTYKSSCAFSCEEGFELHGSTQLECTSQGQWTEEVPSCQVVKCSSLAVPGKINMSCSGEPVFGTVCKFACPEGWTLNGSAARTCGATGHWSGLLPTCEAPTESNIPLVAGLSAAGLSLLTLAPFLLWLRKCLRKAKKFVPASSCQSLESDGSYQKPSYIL
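material = human umbilical vein endothelial cells (HUVEC), E-selectin induction | quantity = 3,000 cells/well | medium = EGM-2 growth medium on 0.1% gelatin-coated wells | technique = immunofluorescence imaging | read-out basis = % PE-positive cells | control set = TNF-alpha positive control, DMSO neutral control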
PglD inh – blocks C. jejuni PglD acetyltransferase activity; purified PglD enzyme, DTNB colorimetric CoA detection; inhibition, % at 12.5 µM; 360,000 compounds, 0.098% hits; AID 602405; in the data active = inhibition above about 16%, passing the limit was not always enough; also: strong numbers were not always called active
Starred values were filed as active, the others as inactive; . = not tested or not shown; [ ] = dose if it differs, or a comment.

SMILES	PGC1a acetyl inh	miR122 inh	RAD52 anneal inh	ERAP1 HTS inh	Cneo AK release	RAD54 inh	E-selectin induc	PglD inh
CCOC(=O)CC1CCCCN1C(=O)c1cc(COc2cccc3cnccc23)on1 (configuration not stated)	.	-6	-10	-1	2	-11	.	-1
Cc1ccc(-n2nc(C)c(NC(=O)CCl)c2C)cc1C	.	8	.	.	1	2	.	-2
COc1ccc(F)cc1S(=O)(=O)NCC(=O)NCc1cc(=O)n(C)c(=O)n1C	-5	-1	-7	3	2	2	.	2
O=C(C[C@@H]1C=C[C@@H](NS(=O)(=O)c2ccc(F)cc2)[C@H](CO)O1)NCCc1ccncc1	2	.	-1	0	1	7	0.0	-1
CCC(C)NC(=O)c1ccccc1NC(=O)COc1ccc(OC)cc1 (configuration not stated)	-4	-2	-11	7	1	-12	.	3
COc1cccc(CN2CC3(CN(C)C3)c3c([nH]c4cc(OC)ccc34)[C@@H]2CO)c1	-2	.	34	-1	.	.	-0.1	.
Cc1ccc(C(=O)N2CCC3(CC2)Oc2ccc(F)cc2C(=O)C32CC(c3cccnc3)=NO2)s1 (configuration not stated)	-3	-1	-1	2	4	3	0.1	-2
CC(=O)c1cc(NC(=O)c2ccc(C)cc2)c(=O)oc1/C=C/N(C)C	-6	-6	.	.	-1	-8	.	-8
N#Cc1ccc(-c2ccc3c(c2)[C@@H]2[C@@H](CCN2Cc2cncnc2)[C@@H](CO)N3)cc1	-31	2[16.7 µM]	.	.	-2	-8	1.9	0
C[C@@H]1CN([C@H](C)CO)C(=O)c2ccccc2-c2ccccc2CO[C@H]1CN(C)S(=O)(=O)c1ccc(F)cc1	6	.	0	2	-1	5	-0.1	2
CCCNC(=O)C1(C)CCCN(Cc2ccc(-n3ccnc3)cc2)C1 (configuration not stated)	-5	-1	6	0	-1	0	0.8	3
O=C(Nc1ccccc1)N1CCN(c2ccccc2)CC1	25	-1	-2	0	0	-1	0.1	-1
COc1ccccc1CC(=O)NNC(=O)c1cccs1	-11	7	-15	-2	0	-4	.	8
O=C(C[C@H]1C[C@@H]2c3cc(NC(=O)Nc4ccccc4F)ccc3O[C@@H]2[C@H](CO)O1)NCc1ccc(Oc2ccccc2)cc1	-2	-5[16.7 µM]	-17	4	-9	3	0.6	0
CCn1c(CNc2nc(-c3ccccc3)cs2)nnc1SCC(=O)NCc1ccccc1	1	0	.	.	2	-5	.	-6

Profiles, quoted from the list. Values in the order: PGC1a acetyl inh	miR122 inh	RAD52 anneal inh	ERAP1 HTS inh	Cneo AK release	RAD54 inh	E-selectin induc	PglD inh
Cc1ccc(C(=O)N2CCC3(CC2)Oc2ccc(F)cc2C(=O)C32CC(c3cccnc3)=NO2)s1 (configuration not stated) in the list: -3	-1	-1	2	4	3	0.1	-2
O=C(C[C@@H]1C=C[C@@H](NS(=O)(=O)c2ccc(F)cc2)[C@H](CO)O1)NCCc1ccncc1 in the list: 2	.	-1	0	1	7	0.0	-1

The listing continues.
SMILES	PGC1a acetyl inh	miR122 inh	RAD52 anneal inh	ERAP1 HTS inh	Cneo AK release	RAD54 inh	E-selectin induc	PglD inh
CN(C)S(=O)(=O)N1CCN(c2ccc([N+](=O)[O-])c(NC3CC3)c2)CC1	-5	0	-20	5	.	.	.	.
CO[C@H]1CN(C)C(=O)c2cc(NC(=O)C3CCCCC3)ccc2OC[C@H](C)N(Cc2nccs2)C[C@@H]1C	-13	.	6	3	-5	-6	1.8	-3
CN(C)c1ccc(/C=N/NC(=O)c2ccc3nc[nH]c3c2)cc1	11	1	-1	7	.	.	0.7	.
Cc1nc(CNC(=O)c2cc(COc3ccc(F)cc3Cl)on2)cs1	-4	.	-4	0	.	.	-0.3	.
O=C(c1ccccn1)N1CC2(C1)[C@@H](c1ccccc1)[C@@H](CO)N2C(=O)C1CCCC1	2	.	-9	2	.	.	0.0	.
CC(C)NC(=O)N(C)C[C@H]1Oc2ccc(NC(=O)CCCN(C)C)cc2C(=O)N([C@H](C)CO)C[C@@H]1C	0	-3[16.7 µM]	-11	-3	4	-6	1.6	1
COc1ccc(CN(C)C[C@@H]2OCCCC[C@@H](C)Oc3ccc(NC(=O)Nc4c(C)noc4C)cc3C(=O)N([C@H](C)CO)C[C@H]2C)cc1	9	-4[16.7 µM]	11	-1	-2	5	0.1	5
COc1ccc(/C=N/NC(=O)c2ccn[nH]2)cc1COc1ccc(F)cc1	-17	-1	.	.	0	7	.	1
COc1ccc(F)cc1COc1nc(C)nc2ccccc12	.	.	-6	-5	-1	4	0.3	0
CCc1nc2ccc(C(=O)NCc3ccc4c(c3)OCO4)cn2c1N(C)C(=O)Cc1ccccc1	.	3	-3	-3	-1	-5	0.0	-5
Cc1ccccc1-c1ccc([C@H]2[C@H](CO)N3CCCCN(C(=O)Nc4ccc(F)cc4)C[C@@H]23)cc1	-1	-24[16.7 µM]	4	-1	5	2	0.1	-3
CCOc1ccc(C(=S)NC2CCCCC2)cc1OCC	0	0	-2	-4	10	-13	.	6
O=C(Cc1ccc(S(=O)(=O)N2CCOCC2)s1)Nc1ccc2c(c1)CCC2	-38	12	.	.	-2	-2	.	3
COc1ccc(S(=O)(=O)NCC2CCCN(Cc3ccc(OC)cc3F)C2)cc1 (configuration not stated)	-1	1	-11	0	-1	-1	.	1
CCC(C)NC(=S)Nc1ccc(C(=O)OC)cc1 (configuration not stated)	-1	12	12	9	.	.	.	.
CC(C)Cc1cc(C(=O)O)n[nH]1	12	2	.	.	15	-15	.	3
CNc1ccc(C(=O)N2CCN(S(=O)(=O)c3ccc4c(c3)OCCCO4)CC2)cc1[N+](=O)[O-]	2	-5	-10	-1	-1	8	-0.1	-1
CCOc1ccc(N2C(=O)CS/C2=C(\C(Cl)=C(Cl)Cl)[N+](=O)[O-])cc1	1	-1	.	.	3	-10	.	-6
CCC(C)Cn1cnc2c(SCc3ccccc3F)nc(N)nc21 (configuration not stated)	-12	.	6	-3	-1	-6	-4.4	1
COc1cccc(/C=C/C(=O)OCC(=O)NC(=O)NC2CCCCC2)c1	-24	8	-6	-2	4	2	-0.2	3
O=C(N=C1SC2CS(=O)(=O)CC2N1CCc1ccccc1)C1CC1 (configuration not stated)	-4	-3	-14	-1	0	-12	.	0
O=C(CCc1ccc(O)cc1)NNC(=S)NCCc1ccccc1	.	2	-16	.	1	0	9.6	-2
C[C@@H]1CN([C@@H](C)CO)C(=O)c2cc(NC(=O)Nc3ccc(C(F)(F)F)cc3)ccc2O[C@H]1CN(C)S(C)(=O)=O	3	11[16.7 µM]	3	1	-2	-4	.	-9
C[C@@H]1CN([C@@H](C)CO)C(=O)c2cc(NS(=O)(=O)c3cn(C)cn3)ccc2O[C@@H]1CN(C)S(=O)(=O)c1ccc(Cl)cc1	4	3[16.7 µM]	11	0	-2	-3	-0.2	5
O=C(COC(=O)CCNS(=O)(=O)c1ccccc1)NC1CC1	2	-9	-14	3	1	3	2.1	3
COc1ccc(NC(=O)C2CCN(C(=O)c3ccco3)CC2)c(OC)c1	.	-3	-9	-6	-11	14	.	-1
Cc1cc(C)nc(-n2nc(C)cc2NC(=O)C(C)C)n1	12	11	-3	-2	10	-2	.	-2
COc1ccc(-c2csc(C(C)(O)c3ccncc3)n2)cc1OC (configuration not stated)	.	.	-1	2	-3	17	0.1	-3
O=C(COC(=O)c1ccccc1O)NNC(=O)c1ccc(Br)cc1	.	.	-4	1	1	2	-2.3	-3
CCCN(C)C[C@@H]1Oc2ncc(-c3cccc(C(=O)N(C)C)c3)cc2C(=O)N([C@H](C)CO)C[C@@H]1C	0	-8[16.7 µM]	-4	3	-4	-9	-0.6	2

Arranged by SMILES length (highest first): some entries from above.
SMILES	PGC1a acetyl inh	miR122 inh	RAD52 anneal inh	ERAP1 HTS inh	Cneo AK release	RAD54 inh	E-selectin induc	PglD inh
COc1ccc(NC(=O)C2CCN(C(=O)c3ccco3)CC2)c(OC)c1	.	-3	-9	-6	-11	14	.	-1
O=C(COC(=O)c1ccccc1O)NNC(=O)c1ccc(Br)cc1	.	.	-4	1	1	2	-2.3	-3
O=C(CCc1ccc(O)cc1)NNC(=S)NCCc1ccccc1	.	2	-16	.	1	0	9.6	-2

(further entries)
SMILES	PGC1a acetyl inh	miR122 inh	RAD52 anneal inh	ERAP1 HTS inh	Cneo AK release	RAD54 inh	E-selectin induc	PglD inh
CCN1C(=O)[C@H]2[C@@H](c3ccc(OC)cc3)N3C(=O)CN(CCOC)C(=O)[C@@]3(Cc3ccccc3)[C@H]2C1=O	.	-3	-10	7	3	-10	0.0	-4
CCc1ccc(NC(=O)CC2C(=O)N(c3cccc(C)c3)C(=O)N2C2CC2)cc1 (configuration not stated)	.	1	-17	4	-5	-7	-0.4	-2
CCn1c(-c2cccn(Cc3ccccc3)c2=O)n[nH]c1=S	0	2	9	5	.	.	.	.
O=C1CN(S(=O)(=O)c2cc(C(F)(F)F)ccc2Cl)CCN1	-8	1	3	-1	-2	-6	3.4	3
O=[N+]([O-])c1cc(Br)cc(C=Nc2ccc3c(c2)OCO3)c1O	-2	2	-16	0	-5	-14	.	-4
CO[C@@H]1CN(C)C(=O)c2cc(NC(=O)Nc3ccccc3F)ccc2OC[C@@H](C)N(CC2CC2)C[C@@H]1C	-14	.	14	0	0	5	-0.2	1
COCCNC(=O)C[C@@H]1CC[C@@H](NC(=O)NC2CCCC2)[C@@H](CO)O1	-1	29[16.7 µM]	3	-1	1	4	-0.1	2
Cc1ccc(SCc2[nH]nc3c2C(c2cccnc2)C(C#N)=C(N)O3)cc1 (configuration not stated)	-8	3	0	4	-1	2	.	.
Cc1ccccc1NC(=O)CN1C(=O)CSc2ccc(S(=O)(=O)N3CCCC3)cc21	.	.	-15	0	2	-2	.	-1
Cc1sc2nc(SCc3nnc(-c4cccs4)o3)n(C3CCCC3)c(=O)c2c1C	-4	-8	.	.	3	-9	.	-162
COC(=O)c1sccc1NC(=S)Nc1cc(OC)ccc1OC	-1	5	-7	.	.	.	-0.4	.

2 entries from above in a different format.
> CCn1c(-c2cccn(Cc3ccccc3)c2=O)n[nH]c1=S
  PGC1a acetyl inh: 0 | miR122 inh: 2 | RAD52 anneal inh: 9 | ERAP1 HTS inh: 5 | Cneo AK release: . | RAD54 inh: . | E-selectin induc: . | PglD inh: .
> O=C1CN(S(=O)(=O)c2cc(C(F)(F)F)ccc2Cl)CCN1
  PGC1a acetyl inh: -8 | miR122 inh: 1 | RAD52 anneal inh: 3 | ERAP1 HTS inh: -1 | Cneo AK release: -2 | RAD54 inh: -6 | E-selectin induc: 3.4 | PglD inh: 3
